Screens: PubChem, several laboratories
MEKK2 WT-MEK5 = raises or lowers MEK5 binding to wildtype human MEKK2 PB1 domain; bead flow cytometry, Alexa488-MEK5 binding to MEKK2 WT; actives lie on both sides; binding response (% of control), % at 10 µM; 290,000 compounds, 1.1% hits; in the data active means binding response below about 67% or above about 130%
GalR3 antagonist = blocks the human galanin receptor 3; O60755; HEK293 GalR3-CNG cAMP membrane potential fluorescence; galR3 body fused to GalR1 C-terminus; inhibition, % at 3 µM; 360,000 compounds, 0.44% hits; AID 651719;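 active means inhibition above the screen-wide average plus 3 SD, cut at about 13% in these data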;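 further: forskolin and galanin both at EC90 stimulate the cells; cAMP rise reported by CNG channel membrane potential dye signal; 0% = forskolin plus galanin with DMSO and 100% = forskolin alone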
Target sequence (O60755 1-299 limits assumed): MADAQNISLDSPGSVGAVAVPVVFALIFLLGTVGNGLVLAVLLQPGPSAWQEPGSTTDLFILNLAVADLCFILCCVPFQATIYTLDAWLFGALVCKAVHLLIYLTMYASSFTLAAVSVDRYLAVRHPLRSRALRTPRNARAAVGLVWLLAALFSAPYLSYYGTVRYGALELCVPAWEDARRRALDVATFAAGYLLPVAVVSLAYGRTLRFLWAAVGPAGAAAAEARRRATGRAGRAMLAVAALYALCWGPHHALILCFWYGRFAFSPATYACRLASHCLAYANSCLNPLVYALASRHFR
MEKK2 mut-MEK5 = signal of MEK5 binding to mutant human MEKK2 PB1 domain | 290,000 compounds, 0.35% hits | AID 1530 | bead flow cytometry, Alexa488-MEK5 binding to MEKK2 mutant | percent response, % at 10 µM; in the data active means percent response above about 24%, passing the limit was not always enough; further: inactives centre near 1; some results filed as inactive read as strong as hits
OXTR potentiator = human OXTR potentiation | P30559 | CHO-OTR cells, Fluo-8 calcium fluorescence, potentiator mode; 0% = oxytocin EC15, 100% = EC100 | activation, % at 3 µM | 320,000 compounds, 0.061% hits;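 active means activation above that plate's cutoff, the mean activation of tested compounds plus 3 SD, cut at about 6.6% in these data, passing the limit was not always enough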;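 further: 100% uses oxytocin at 75 nM as the full agonist control; some results filed as inactive read as strong as hits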
Target sequence (P30559 whole entry, looked up): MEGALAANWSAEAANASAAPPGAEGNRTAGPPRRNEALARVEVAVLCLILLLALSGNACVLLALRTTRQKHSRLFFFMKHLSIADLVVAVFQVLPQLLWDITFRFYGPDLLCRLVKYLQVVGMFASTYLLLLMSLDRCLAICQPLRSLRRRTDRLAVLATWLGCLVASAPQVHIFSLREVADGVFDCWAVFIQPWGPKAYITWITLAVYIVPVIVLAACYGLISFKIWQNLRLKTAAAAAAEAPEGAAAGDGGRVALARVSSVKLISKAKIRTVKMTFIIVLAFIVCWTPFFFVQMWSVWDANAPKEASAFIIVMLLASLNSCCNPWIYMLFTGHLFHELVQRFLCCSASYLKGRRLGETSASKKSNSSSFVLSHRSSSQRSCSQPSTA
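System: human OTR in CHO cells / Also added: sub-maximal oxytocin, roughly EC15 / Control set: EC15 oxytocin low, 75 nM oxytocin high / Schedule: 6 min compound pre-incubation at room temperature, 100 s kinetic read / Compound: single-point 3.0 µM / Replication: singlicate / Technique: Fluo-8 calcium dye fluorescence / Read-out basis: % activation of max/min ratio relative to oxytocin controls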
M18AAP inhibitor = blocks P. falciparum M18 aspartyl aminopeptidase | recombinant PfM18AAP, H-Glu-NHMec fluorogenic cleavage | inhibition, % at 7.35 µM | 290,000 compounds, 1.2% hits;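 active means inhibition above the campaign mean inhibition over all tested compounds plus 3 SD, cut at about 28% in these data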;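 further: 0% = plate median of test compound wells and 100% = 2 mM ZnCl2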
V1R ag counter = counter-screen for oxytocin receptor agonists: human V1a receptor agonists; CHO-V1R cells, Fluo-8 calcium fluorescence, agonist mode; 0% DMSO, 100% 3 nM vasopressin; activation, % at 3 µM; 320,000 compounds, 0.25% hits; AID 2797;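 active means activation above the mean activation of all tested compounds plus 3 SD, per screening run, cut at about 20% in these data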;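 further: signal is peak over basal fluorescence ratio across a 100 second FLIPR read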
Target sequence (P37288 whole entry, looked up): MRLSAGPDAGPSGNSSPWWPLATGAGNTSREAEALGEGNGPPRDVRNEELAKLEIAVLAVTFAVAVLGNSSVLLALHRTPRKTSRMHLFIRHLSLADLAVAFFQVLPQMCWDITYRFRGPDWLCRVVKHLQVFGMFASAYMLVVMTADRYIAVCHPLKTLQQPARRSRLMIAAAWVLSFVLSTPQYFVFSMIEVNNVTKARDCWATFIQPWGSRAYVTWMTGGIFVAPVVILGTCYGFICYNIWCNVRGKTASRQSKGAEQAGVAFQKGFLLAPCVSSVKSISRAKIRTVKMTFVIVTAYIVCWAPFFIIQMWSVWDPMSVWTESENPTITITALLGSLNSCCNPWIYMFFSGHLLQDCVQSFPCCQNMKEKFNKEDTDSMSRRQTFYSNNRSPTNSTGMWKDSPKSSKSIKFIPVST
OXTR agonist = activates the human oxytocin receptor; 320,000 compounds, 0.32% hits; activation, % at 3 µM; CHO-OTR cells, Fluo-8 calcium fluorescence; normalized: DMSO 0%, oxytocin 100%;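 active means activation above the mean of all tested compounds plus 3 SD, cutoff set per screening run, cut at about 20% in these data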;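 further: peak over basal fluorescence ratio from a 100 s FLIPR kinetic read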
GPR7 antag = blocks human GPR7 receptor signaling | P48145 | GPR7-expressing cells, fluorescence antagonist assay | inhibition, % at 4.4 µM | 290,000 compounds, 1.1% hits; in the data active means inhibition above about 16%, passing the limit was not always enough;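 further: cells stimulated with the agonist NPW; 0% = agonist with vehicle and 100% = vehicle without agonist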
NALP1 yeast inh = NALP1 inhibition; 280,000 compounds, 0.61% hits; S. cerevisiae NALP1/ASC/caspase-1 growth, X-gal OD620, 72 h; inhibition, % at 10 µM; in the data active means inhibition mostly above about 24%, no sharp cut-off; inactive means mostly below about 32%; further: some compounds called inactive have numbers as strong as hits
* marks the source's active call; other numbers are inactive results; · = no result given.

SMILES	MEKK2 WT-MEK5	GalR3 antagonist	MEKK2 mut-MEK5	OXTR potentiator	M18AAP inhibitor	V1R ag counter	OXTR agonist	GPR7 antag	NALP1 yeast inh
Cc1ccc(-n2ncc3c(Nc4cccc(C(=O)O)c4)ncnc32)cc1	56	-3	-58	-13	-9	1.3	-1.0	-2	17
COCCNC(=O)C(c1ccc(C)o1)N(Cc1ccc(OC)cc1)C(=O)Cn1nnc2ccccc21 (configuration not stated)	101	-3	5	-7	1	4.4	2.6	3	13
O=c1c2ccccc2oc2ccc(Oc3ccccc3)cc12	105	-5	3	-9	-8	-0.6	-0.3	-3	10
Brc1ccc(-c2csc(N/N=C/c3ccc4c(c3)OCO4)n2)cc1	101	-2	-1	-2	-1	-0.3	-0.8	-4	19
COc1ccc(-c2csc(N)n2)cc1	96	-2	-1	1	2	-0.2	0.8	-13	25
COc1ccc(CCN2C(=O)NC(NC(C)=O)(C(F)(F)F)C2=O)cc1OC (configuration not stated)	99	-3	-5	-2	-4	0.6	0.1	-1	24
Cc1ccc(C(C)C)c(OCCn2ccnc2C)c1	109	-10	4	-5	-1	2.1	3.1	-10	11
COC(=O)C1CCN(C(=O)COC(=O)CSc2ccc(C(N)=O)cc2[N+](=O)[O-])CC1	·	-4	·	-7	·	0.0	-0.9	·	·
O=C(c1ccc(Cl)cc1)N1CCN(c2cc(=O)[nH]nc2-c2ccccc2)CC1	102	-5	1	-12	-6	0.7	-0.3	-5	-15
O=C(COC(=O)Cc1ccc(Cl)cc1Cl)NCCC1=CCCCC1	101	4	-1	-7	-4	-1.6	-1.9	-5	45
O=C(N/N=C/c1c(O)n(-c2ccc(Cl)cn2)c(=O)c2ccccc12)C1CC1	111	9	14	-8	-1	0.4	-1.6	-3	31
O=C(COc1ccccc1)NC1C(=O)N2C(C(=O)O)=C(Cl)CSC12 (configuration not stated)	108	-9	8	-13	6	0.2	0.0	-5	6
O=C(O)c1cc(Br)ccc1NN=C1CCCCC1	123	2	30	-6	-7	-0.2	-2.3	-10	31
COc1ccc(Cc2nnc(N/N=C(\C)c3ccccc3)[nH]c2=O)cc1OC	102	0	1	-2	-5	0.3	-0.5	-17	-1
Fc1ccc(OCCCCCn2ccnc2)cc1	108	-1	9	0	-13	4.7	3.5	0	11
COCCN1C(=O)N[C@@H](CCc2ccccc2)[C@H](C(=O)OC)[C@H]1C	98	-4	-2	-6	·	1.2	2.4	·	·
CC(Oc1ccc2c(c1)oc(=O)c1ccccc12)C(=O)NCC1CCC(C(=O)O)CC1 (configuration not stated)	102	-2	1	0	-1	-0.3	0.8	-1	-9
CCCCc1cc(=O)oc2cc(C)cc(OCC(=O)NCCN3CCOCC3)c12	102	2	-2	-7	1	0.0	-0.6	-3	18
O=C(NC1CC1)c1ccc2c3c(cccc13)CC2	98	2	-1	-10	-3	-0.9	-1.6	-11	20
COc1ccc(N2CCN(C(=O)c3ccc4c(c3)CCN4S(=O)(=O)c3ccccc3)CC2)cc1	97	-5	2	-4	-2	7.1	2.9	-6	8
CCOc1ccc(NC(=O)c2ccc(NC(=O)Cc3n[nH]c(=O)c4ccccc34)cc2)cc1	100	-7	-1	-2	-2	0.3	0.5	-17	5
CCC(C(=O)Nc1ccc(C)cc1)c1ccccc1 (configuration not stated)	105	-1	5	-5	0	3.8	1.7	-11	7
O=C(NCc1ccccc1)c1cc2nc(C3CC3)cc(C(F)(F)F)n2n1	97	-5	-8	2	0	-0.8	-2.6	-10	13
COc1ccc(C(=O)NCc2nnc(SCC(=O)Nc3ccccc3OC)n2C)cc1	102	-3	0	-9	-2	-0.1	-1.8	1	3
COc1ccc([N+](=O)[O-])c(OC)c1C(=O)NC(=O)Nc1c(F)c(F)c(F)c(F)c1F	104	-9	5	-6	0	0.5	-0.2	-10	15
Cc1noc(C)c1-c1nc(CS(=O)(=O)c2ccc(F)cc2)no1	95	4	-7	-3	-13	0.2	0.6	-7	11
CC(=O)Nc1ccc(S(=O)(=O)N2CCN(C3CCCCCCC3)CC2)cc1	98	0	-4	-1	-8	2.4	1.6	2	-2
COc1ccc(OC)c(NC(=O)N2CCc3ccccc3C2)c1	110	-2	6	-5	2	-1.0	-1.3	-8	-1
COc1ccc(NS(=O)(=O)c2ccc(NC(=S)NC(=O)C(C)C)cc2)cc1	100	-4	3	-22	6	24*	20*	20	2
CC1CCCN(c2ccc(C(=O)Nc3cccnc3)cc2[N+](=O)[O-])C1 (configuration not stated)	96	-3	-4	-3	-12	1.3	-1.7	0	-6
c1cc(-c2cc3cc4c(cc3cn2)OCO4)cs1	·	-5	·	2	·	-0.3	-1.1	·	·
Cc1nc(NC(C)C)c2oc3ccccc3c2n1	104	-6	2	-19	-1	5.7	3.6	-2	-17
NC1=NC(=O)/C(=C\c2cc([N+](=O)[O-])ccc2Cl)S1	98	-2	-4	6	4	0.1	-0.4	-9	-2
Cc1ccc(C(=O)OCc2nnc(-c3ccccc3)o2)o1	98	-1	2	-6	-11	0.1	0.3	4	-8
CCC1Oc2ccccc2N(CC(=O)NC2CC2)C1=O (configuration not stated)	95	-1	0	-6	-8	1.6	0.7	-3	-3
CC(C)C(C)NC(=O)COc1ccc(Sc2ccc(OCC(=O)NC(C)C(C)C)cc2)cc1 (configuration not stated)	101	-1	-1	-6	4	4.8	4.0	3	20
CCN(CC)S(=O)(=O)c1ccc(N2CCc3ccccc3C2)nc1	104	-5	-3	-9	-6	2.5	3.1	-10	22
COc1nc(NC(=O)c2ccc(F)cc2)nc(OC)c1-c1ccccc1	97	-10	7	-11	6	-0.9	-1.1	-8	24
O=C(CCCCC(=O)N1CCOCCOCCOCC1)OCc1ccccc1	109	-5	6	5	3	1.7	1.5	-3	-17
O=C(NC1CCCCCCC1)C1CCN(S(=O)(=O)N2CCC3(CC2)OCCO3)CC1	95	2	-3	1	-12	1.8	1.9	-7	-5
CCn1c(CN2CCN(Cc3ccc(C)cc3)C(CCO)C2)nc2ccccc21 (configuration not stated)	107	-5	5	0	-3	0.3	0.7	8	-11
CCCCCOc1ccc(NS(C)(=O)=O)cc1	·	2	·	-6	-1	-0.2	-0.6	12	-10
CCOc1ccc(C2CC(c3c(O)c4ccccc4oc3=O)=NN2c2ccccc2)cc1OC (configuration not stated)	90	-2	-3	-1	-2	1.8	-0.1	-12	14
COc1cnc(N(C)C)nc1Sc1cccc(Cl)c1	109	-5	6	-9	-10	0.1	-2.6	-4	-2
CC1=NOC(=O)/C1=C\c1ccc(-c2cccc(Cl)c2)o1	101	·	0	-22	8	0.1	1.9	-2	8

5 entries from above, with two lines to a compound:
The line under a structure holds: MEKK2 WT-MEK5, GalR3 antagonist, MEKK2 mut-MEK5, OXTR potentiator, M18AAP inhibitor, V1R ag counter, OXTR agonist, GPR7 antag, NALP1 yeast inh
CCN(CC)S(=O)(=O)c1ccc(N2CCc3ccccc3C2)nc1
    104, -5, -3, -9, -6, 2.5, 3.1, -10, 22
CCn1c(CN2CCN(Cc3ccc(C)cc3)C(CCO)C2)nc2ccccc21 (configuration not stated)
    107, -5, 5, 0, -3, 0.3, 0.7, 8, -11
Cc1nc(NC(C)C)c2oc3ccccc3c2n1
    104, -6, 2, -19, -1, 5.7, 3.6, -2, -17
CC(C)C(C)NC(=O)COc1ccc(Sc2ccc(OCC(=O)NC(C)C(C)C)cc2)cc1 (configuration not stated)
    101, -1, -1, -6, 4, 4.8, 4.0, 3, 20
O=C(NC1CCCCCCC1)C1CCN(S(=O)(=O)N2CCC3(CC2)OCCO3)CC1
    95, 2, -3, 1, -12, 1.8, 1.9, -7, -5

(continued)
SMILES	MEKK2 WT-MEK5	GalR3 antagonist	MEKK2 mut-MEK5	OXTR potentiator	M18AAP inhibitor	V1R ag counter	OXTR agonist	GPR7 antag	NALP1 yeast inh
COC(=O)C1=C(C)NC(=S)NC1c1ccco1 (configuration not stated)	107	-7	0	-5	6	0.2	0.9	-5	19
COc1cc(-c2nc3ccc4ccccc4c3c3c2CCC3)cc(OC)c1O	104	4	-1	-12	21	0.2	-1.4	-17	33
O=C(COc1ccc(Cl)cc1Cl)Nc1ccc2nc3n(c(=O)c2c1)CCCC3	94	-1	0	-10	-3	3.7	-1.6	-13	12
COc1ccc2c(c1)cc(C(=O)O)n2C	99	-6	0	-3	26	-0.4	-0.1	-16	-1
Fc1ccc(NC(=S)Nc2cccnc2)cc1	98	-5	-1	-5	0	0.3	0.5	-8	2
Cc1cccc(Nc2nc(N)nc(CCl)n2)c1C	90	2	-10	0	18	-0.2	-1.6	10	·
C/C(Cc1ccccc1)=N\NC(=O)c1ccccn1	98	-2	-3	·	19	·	·	-10	-8
COC(=O)c1c(-c2ccccc2OC)sc2cc3c(cc12)OCO3	·	-6	·	-2	·	0.5	-0.8	·	·
O=C(OCC(=O)N1CCN(C(=O)c2ccco2)CC1)c1cc(-c2ccc(Cl)c(Cl)c2Cl)nc2ccccc12	98	-4	-4	-15	4	-0.5	-2.3	-12	7
COc1cccc(N2CCN(C3CC(=O)N(c4ccc(Cl)cc4)C3=O)CC2)c1 (configuration not stated)	104	1	3	1	0	2.4	3.8	-12	3
CC(=NCCN1CCNCC1)C1=C(O)CC(C)(C)CC1=O	109	-7	6	-4	0	0.6	0.0	-9	-14
CC(=O)c1ccc(OCCCC(=O)N(CCC2=CCCCC2)c2c(N)n(Cc3ccccc3)c(=O)[nH]c2=O)cc1	·	-2	·	-11	·	0.7	0.5	·	·
CCC1(C)Cc2ccccc2-c2nc(NN)[nH]c(=O)c21 (configuration not stated)	103	-12	9	-7	26	0.2	-1.5	4	-20
Cc1cccc(N2CCN(S(=O)(=O)c3ccc4c(c3)NC(=O)C(C)S4)CC2)c1C (configuration not stated)	95	-7	-3	-14	4	1.0	-0.3	-4	6
CCOC(=O)c1ccc(N2C(=O)C3CC=CCC3C2=O)cc1 (configuration not stated)	103	-6	-1	-7	-1	0.2	-0.8	2	-6
CN(C(=O)c1ccc2c(c1)SC1=NS(=O)(=O)CCN12)C(c1ccccc1)c1ccccc1	100	31*	-1	-1	0	0.5	-0.4	-8	50
C=CCOc1ccc(C2C(C#N)=C(N)N(Nc3ccccc3)C3=C2C(=O)CCC3)cc1OC (configuration not stated)	96	-2	1	-11	2	-1.4	-2.1	-11	-6
O=C(NCc1n[nH]c(=S)n1-c1ccc(Br)cc1)c1ccc(S(=O)(=O)N2CCCCC2)cc1	103	-7	0	6	9	0.1	1.1	-6	-16
COC(=O)c1ccc(NC(=O)CSc2ccc(-c3ccccn3)nn2)cc1	106	-4	3	-10	1	0.5	-0.5	-2	-1
O=C(Cn1c(NCCO)nc2ccccc21)NCC(F)(F)F	107	-1	-4	3	-7	-0.2	0.4	-8	·
Cc1nn(-c2ccccc2)c(N)c1N=Nc1cccc(S(=O)(=O)N2CCOCC2)c1	102	-2	9	-1	1	0.0	0.9	-12	·
CCCNC(=O)C(Cc1ccccc1)NS(=O)(=O)c1ccc2c(c1)CCC(=O)N2 (configuration not stated)	101	-1	0	0	-2	0.4	1.1	-5	18
Cc1cc(C)c(C)c(S(=O)(=O)NCCCn2ccnc2)c1C	111	-9	3	8	-14	2.4	3.8	-16	24
C/C(=N/NC(=O)CN1CCN(S(=O)(=O)c2ccc(C)cc2)CC1)c1cccc(O)c1	98	0	-4	-15	4	0.8	0.3	-21	4
O=C(NCc1ccccc1F)C1CCCN1S(=O)(=O)c1ccc(Cl)cc1 (configuration not stated)	110	-11	14	-1	-3	-0.2	-0.2	-9	-7
